From PubChem BioAssay
sdo1 growth – compounds rescuing growth of sdo1-depleted yeast, bone marrow failure model; S. cerevisiae sdo1-depleted JHY4D growth rescue, OD600 30 h; active compounds read high; pdr5 snq2 efflux-pump mutant strain; z-score at 10 µM; 140,000 compounds, 0.21% hits; AID 817;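 active = z-score above 3 at both the 24 hr and the 30 hr optical density reads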;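 also: z-score against mean and SD of all compound wells on the same plate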
Insulin prom inh – TRM-6 insulin promoter activity inhibition | inhibition, % at 2 µM | TRM-6 cells (human fetal islet line), insulin promoter-eGFP reporter, imaging; reporter expression induced with tamoxifen | 130,000 compounds, 0.9% hits;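 active = inhibition above the mean plus 3 SD, with well images judged a real hit on visual review, cut at about 60% in these data, passing the limit was not always enough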
sdo1 growth Rescue 24 h – also measured in sdo1 growth; calls as there; z-score; S. cerevisiae sdo1-depleted JHY4D growth rescue, OD600; measured here: growth rescue at 24 h;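 0 is the plate mean of compound wells and units are plate SD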
Active calls of the source: *; . = no result given. Compounds as they come (roughly 0.91% active in at least one column).

The first 4 compounds (preview)
sdo1 growth	sdo1 growth Rescue 24 h	Insulin prom inh	SMILES
.	.	-108.3	Fc1ccc(NC(=S)N2CCSC2c2cccs2)cc1 (stereo not given)
0.52	0.91	-10.0	O=C(c1ccc(F)cc1)N1CCN=C1c1ccccc1
-0.09	-0.01	-31.2	CCC(=O)c1ccc(N2CCOCC2)c(F)c1
1.08	0.45	.	Cc1cc(C)n2nc(C(=O)NCc3ccccc3)cc2n1

This part in full, repeating the preview:
sdo1 growth	sdo1 growth Rescue 24 h	Insulin prom inh	SMILES
.	.	-108.3	Fc1ccc(NC(=S)N2CCSC2c2cccs2)cc1 (stereo not given)
0.52	0.91	-10.0	O=C(c1ccc(F)cc1)N1CCN=C1c1ccccc1
-0.09	-0.01	-31.2	CCC(=O)c1ccc(N2CCOCC2)c(F)c1
1.08	0.45	.	Cc1cc(C)n2nc(C(=O)NCc3ccccc3)cc2n1
.	.	5.0	COC(=O)[C@@H](NC(=O)c1ccc(OC2CCN(Cc3ccccn3)CC2)cc1)C(C)C
-0.52	0.47	-3.3	CCOc1ccc(/C=C2/SC(=S)N(n3c(C)ccc3C)C2=O)cc1
-0.41	-1.19	-20.8	O=C(COc1ccc([N+](=O)[O-])cc1)Nc1ccc(C(=O)NCc2cccnc2)cc1
.	.	-100.0	CN(C)CCCNC(=O)c1ccc(Oc2ccccc2)cc1
0.16	-0.32	-3.3	CC1=C(C#N)C(NC(=O)c2ccc(Cl)cc2)(C(F)(F)F)C(=O)N1 (stereo not given)
.	.	7.1	COc1ccccc1NC(=S)N(Cc1ccc(C(=O)O)cc1)Cc1ccc(OC)c(OC)c1

3 compounds from above, ordered by the value under Insulin prom inh, largest number first.
sdo1 growth	sdo1 growth Rescue 24 h	Insulin prom inh	SMILES
.	.	7.1	COc1ccccc1NC(=S)N(Cc1ccc(C(=O)O)cc1)Cc1ccc(OC)c(OC)c1
0.16	-0.32	-3.3	CC1=C(C#N)C(NC(=O)c2ccc(Cl)cc2)(C(F)(F)F)C(=O)N1 (stereo not given)
.	.	-100.0	CN(C)CCCNC(=O)c1ccc(Oc2ccccc2)cc1

(cont.)
sdo1 growth	sdo1 growth Rescue 24 h	Insulin prom inh	SMILES
.	.	46.7	Nc1cccc(S(=O)(=O)c2ccc(N)c(N)c2)c1
0.97	-0.28	34.6	O=c1c2c(C(F)(F)F)cc(C(F)(F)F)nc2[nH]n1-c1ccccc1
.	.	36.4	COc1cc(OC)cc(-c2nnc(N(C)C(=O)c3ccncc3)s2)c1
1.2	0.85	22.6	Cn1c(SCc2n[nH]c(=S)o2)nnc1-c1ccccc1
0.62	0.21	.	COCc1[nH]nc2c1C(c1c(F)cccc1Cl)C(C#N)=C(N)O2 (stereo not given)
-0.45	-0.23	-96.7	CCOC(=O)CCSc1nc(C)c2cc(C)ccc2n1
1.84	1.17	7.1	O=C1CCC(=O)N1c1nc2n(n1)C(c1ccccc1)C=C(c1ccc(Br)cc1)N2 (stereo not given)
.	.	14.3	N/C(=N\OC(=O)/C=C/c1ccccc1)c1ccc(Br)cc1
1.13	1.58	.	CCC(CC)C(=O)NCc1ccc2c(c1)cc(C)n2C
.	.	57.1	N#CCCN(/N=C/c1cccnc1)C1=NS(=O)(=O)c2ccccc21
.	.	28.6	Cc1cccc(C(=O)NC2CCN(CC(=O)NCc3cccs3)CC2)c1
0.84	-0.11	.	Cc1ccc(NC2=NC(c3ccc(C)cc3)n3c(nc(C)cc3=O)N2)cc1 (stereo not given)
.	.	-42.9	COc1ccc(CC(=O)NC(C)c2nnc(SCC(=O)Nc3cc(C)ccc3OC)n2C)cc1 (stereo not given)
0.74	0.24	6.7	O=C(NC1CCS(=O)(=O)C1)/C(=C/c1ccc(Cl)cc1)NC(=O)c1ccccc1 (stereo not given)
0.83	1.16	-25.0	COc1ccc(CCNS(=O)(=O)c2ccc3c(c2)CC(C)N3C(C)=O)cc1OC (stereo not given)
-0.49	-0.74	12.8	O=C1[C@@H]2C(c3ccccc3Cl)=NO[C@@H]2C(=O)N1Cc1ccccc1
-0.82	-2.19	.	COC(=O)CNc1nc(-c2ccncc2)nc2ccccc12
0.59	1.68	.	CCN(CC)c1ccc(-c2nn3c(-c4n[nH]c5c4CCC5)nnc3s2)cc1
0.16	-0.43	.	COC(=O)Oc1ccc(/C=C/C(=O)OC(C)C)cc1OC(=O)OC
0.19	0.77	-25.8	COc1cccc(NC(=O)N(Cc2cc3cc(C)cc(C)c3[nH]c2=O)CC2COCCO2)c1 (stereo not given)
-2.05	-0.77	-6.2	CC(C)CNC(=O)c1c(N)n(/N=C/c2ccccn2)c2nc3ccccc3nc12
1	1.31	-30.0	CC(C)c1nn2c(=O)cc(O)nc2s1
0.6	0.46	-15.2	Cc1ccccc1N=C1NC(=O)CS1
0.5	0.24	-6.2	Cc1c(Cl)cnc(NC(=O)CSc2nnc(C)n2Cc2ccccc2)c1Cl
-0.52	-0.55	-120.0	CS(=O)(=O)Nc1ccccc1C(=O)Nc1cccc(Cl)c1
0.39	-0.2	8.7	COc1cc(/C=N/n2c(C)nnc2C)cc(OC)c1OC
0.34	-0.46	.	COc1ccccc1CNC(=O)CCNC(=O)Cn1cnc2ccccc2c1=O
-0.62	0.12	.	CN(Cc1ccccc1)C(=O)c1ccc([N+](=O)[O-])o1
0.27	0.37	24.3	CC(=O)Nc1ccc(S(=O)(=O)N2CCNC(=O)CC2)cc1
-0.06	-0.46	21.4	CCCNC1=CC(=O)CC(C)(C)C1
-0.57	-0.44	32.0	CCCCCCn1c(CN2CCCC(C)C2)nc2c1c(=O)n(C)c(=O)n2C (stereo not given)
-0.21	1.54	45.5	CCNC(=S)N/N=C/c1c(C)nn(-c2cccc(Cl)c2)c1Cl
.	.	33.3	Cc1n(CC(=O)c2ccc(F)cc2)c2ccccc2[n+]1C
-0.4	-0.46	-90.9	COc1ccc(Nc2nc3ccccc3nc2C)cc1
-2	-1.56	33.3	O=C(N1CCN(c2ccc(F)cc2)CC1)C12CC3CC(CC(C3)C1)C2
-2.54	-1.87	14.3	O=C(Nc1nc(-c2nc3ccccc3s2)cs1)C1CC1
1.15	1.15	-6.2	CCN(CC)C(=O)C1CCC(C)(C(=O)O)C1(C)C (stereo not given)
-0.68	-0.51	31.2	Cc1nc(NCCN2CCOCC2)c2nnn(Cc3ccccc3Cl)c2n1
-1.44	-0.96	.	COc1ccc(CCNc2cc(C)nc3c(-c4ccccc4)c(C)nn23)cc1OC
0.94	0.76	.	Cc1nnc(NCc2ccncc2)c2ccccc12
.	.	45.5	Cc1ccc(-c2nn(CC(=O)NCc3ccccn3)c(=O)c3ccccc23)cc1S(=O)(=O)N(C)C
.	.	-22.2	O=C(CCNS(=O)(=O)c1cccc2nonc12)NC1CCCCCC1
-1.18	-1.1	18.0	CNc1ncc(C(=O)c2ccc(Cl)c(Cl)c2)s1
0.1	0.3	.	Cn1c(-[n+]2c(-c3ccccc3)cc(-c3ccccc3)cc2-c2ccccc2)nc2cc([N+](=O)[O-])ccc21
-0.13	-0.82	-11.7	COc1cc(OC)c(C2C(C#N)=C(N)OC3=C2C(=O)CC(C)(C)C3)cc1OC (stereo not given)
.	.	-5.9	COC(=O)C1=C(C)N(c2ccc(OC)c(OC)c2)C(=O)/C1=C\c1ccco1
0.22	-0.03	-19.1	O=c1c2c([nH]c3ccccc13)CCCCCC2
-0.64	-0.97	29.4	COc1ccc(NC(=O)N2CCN(c3cccc(C(F)(F)F)c3)CC2)cc1OC
0.33	-0.08	.	Cc1ccc(NC(=O)NNC(=O)C2CC(c3cccnc3)=NO2)cc1 (stereo not given)
-1.23	-0.9	0.0	Cc1ccc(C(=O)c2c(NC(=O)c3ccccc3)sc(C)c2C)cc1

(listing goes on)
sdo1 growth	sdo1 growth Rescue 24 h	Insulin prom inh	SMILES
.	.	-31.4	O=[N+]([O-])c1cc(Cl)ccc1N1CCN(c2ccccc2O)CC1
0.15	0.58	0.0	O=C(CS(=O)(=O)c1cccc(Cl)c1)Nc1ccccc1Cl
0.39	-0.54	.	COc1ccc(-n2cnnc2SCC(=O)N(C)C2CCS(=O)(=O)C2)cc1 (stereo not given)
-1.08	-0.71	-8.6	COc1cc2cc(C#N)c(SCC(=O)N3CCOCC3)nc2cc1OC
-0.2	-1.74	50.0	COCc1cc(/C=N\NC(=O)Cc2ccc(OC)cc2)ccc1OC
.	.	-21.4	CCOC(=O)c1ccc(Nc2ncnc3ccccc23)cc1
1.68	2.08	38.5	CCOC(=O)CC1C(=O)NCCN1C(=O)NC1CCCCC1 (stereo not given)
-0.67	-0.86	.	Cc1ccc(C)c(-n2cc(-c3ccc(Cl)cc3)nc2SCC(=O)NC2CCS(=O)(=O)C2)c1 (stereo not given)
0.5	0.58	3.1	O=C(CCN1C(=O)c2ccccc2C1=O)Nc1ccc(F)cc1F
-0.87	-0.45	.	COc1ccc(/C(C)=N/OC/C(O)=C(\C#N)c2nc3ccccc3[nH]2)cc1
0.76	1.34	28.6	COC(=O)C1=C(C)N(CCCC(=O)O)C(=O)NC1c1cc2c(cc1[N+](=O)[O-])OCO2 (stereo not given)
0.89	1.16	9.5	CCC(=O)Nc1ccc(OC)cc1OC
0.93	-0.27	-38.5	CN(C(=O)COC(=O)CNC(=O)C12CC3CC(CC(C3)C1)C2)C1CCS(=O)(=O)C1 (stereo not given)
-0.21	-0.73	.	O=C(CCNc1cccc(Cl)c1)c1ccco1
-1.76	-1.36	-14.8	Cc1ccc(N2CCN(C3=NC(=O)/C(=C\c4cccs4)S3)CC2)cc1
0.46	0.93	-6.2	COc1cc2c(cc1OC)C(c1cc(OC)c(OC)c(OC)c1)NCC2 (stereo not given)
0.52	0.67	.	COC(=O)c1cc(=O)n(CCc2ccc(OC)cc2)c(=Nc2ccc(F)c(Cl)c2)s1
-0.16	-0.72	2.9	CCn1c(-c2ccc(OC)c(OC)c2)n[nH]c1=S
-0.56	-0.67	-26.9	Cn1nc([N+](=O)[O-])nc1Oc1ccc2ccccc2c1
0.89	0.8	-48.7	CCN(CC)S(=O)(=O)c1ccc(C(=O)OCCNC(=O)c2cccnc2)cc1
0.1	-0.4	-35.7	CC1CCCCC1N=CC1=C(O)CC(C)(C)CC1=O (stereo not given)
-0.5	1	.	CCCCn1c(SCC(=O)NC(=O)NCc2ccco2)nc2cc(S(N)(=O)=O)ccc21
0.55	0.33	.	Cc1cccc2cc(=O)[nH]c(C)c12
0.89	-0.8	50.0	Cc1csc(SCC(=O)NC2CCCCC2)n1
0.06	-0.72	11.4	Cn1c(=O)n(-c2cccc(Cl)c2)c(=O)c2c3c(sc21)COC(C)(C)C3
0.22	0.67	2.9	CC1(C)Cc2cccc(OCC(=O)Nc3cccnc3Cl)c2O1
.	.	-13.3	Cc1ccc(NC(=O)NCc2ccc3c(c2)OCO3)c(C)c1
-0.56	0.85	.	Oc1ccccc1-c1nnc(COc2ccc(Cl)cc2Cl)o1
-0.88	0.05	.	Cc1ccc(S(=O)(=O)c2cc(N3CCOCC3)nc(-c3ccccc3)n2)cc1
.	.	-75.0	CCCCNCC1C(Oc2ccc(Cl)cc2)C(=O)N1c1ccccc1C (stereo not given)
-1.31	0.37	36.4	O=c1cc(-c2ccccc2Cl)oc2cccc(O)c12
0.44	0.01	25.9	CCN1CCN(S(=O)(=O)c2ccc(OC)c(Br)c2)CC1
-0.66	-0.95	0.0	N#CCc1c(C#N)c(N)nc(N2CCN(c3ccc(F)cc3)CC2)c1C#N
0.61	1.04	27.8	O=C(Nc1cccnc1)c1cnc2ccccc2n1
-0.23	0.4	-34.2	CC(=O)c1cccc(NC(=O)N2CCCC2C(=O)NCc2ccc(C)cc2)c1 (stereo not given)
.	.	-38.1	CN1CCC(N(C)CC(O)c2ccccc2)CC1 (stereo not given)
0.64	0.95	.	Cc1ccc(-c2nnc(SCC(=O)Nc3ccc4c(c3)OCCO4)n2N)cc1
1.09	0.24	22.2	Cc1occc1C(=O)NCc1ccccc1
-0.08	-0.21	.	Cn1cccc1Cc1nnc(SCC(=O)N2CCN(c3ccccc3)CC2)n1-c1ccc(F)cc1
-1.45	-1.31	81.8*	c1ccc(Cn2nnc3c(N4CCc5ccccc5C4)ncnc32)cc1

Profiles from above. Order of values: sdo1 growth, sdo1 growth Rescue 24 h, Insulin prom inh
Record of CCN1CCN(S(=O)(=O)c2ccc(OC)c(Br)c2)CC1 → 0.44, 0.01, 25.9
Record of CN1CCC(N(C)CC(O)c2ccccc2)CC1 (stereo not given) → ., ., -38.1
Record of Cc1ccc(-c2nnc(SCC(=O)Nc3ccc4c(c3)OCCO4)n2N)cc1 → 0.64, 0.95, .
Record of c1ccc(Cn2nnc3c(N4CCc5ccccc5C4)ncnc32)cc1 → -1.45, -1.31, 81.8*

Next part
sdo1 growth	sdo1 growth Rescue 24 h	Insulin prom inh	SMILES
0.2	0.23	.	COc1ccc(CCNC(=O)CSc2nnc(-c3cccc(F)c3)o2)cc1OC
0.23	-0.48	28.6	COc1ccccc1C(=O)n1nc(-c2ccco2)nc1N
0.56	0.46	62.5	Cc1ccc(Cn2ncc3c(N4CCCC4)ncnc32)cc1
1.78	1.4	6.2	O=C1c2cccnc2C(=O)N1Cc1ccc(Cl)cc1
-0.42	-1.38	-32.4	CC(=O)Nc1nc2c(c3c1c(=O)oc1ccccc13)CCCCC2
0.26	0.21	0.0	COc1cc2[nH]ccc(=O)c2cc1OC
.	.	-63.6	COc1cc(NC(=O)Nc2ccc3c(c2)OCO3)cc(OC)c1OC
0.4	-0.61	-43.2	Cc1cc(C)cc(SCc2noc(C(=O)NCC3CCCO3)c2C(=O)O)c1 (stereo not given)
-1.87	-1.47	11.1	O=[N+]([O-])c1cc(S(=O)(=O)Nc2ccccc2)ccc1NCc1ccccc1
.	.	-85.2	CC(=O)CSc1ccc(-c2nc3cc(C)c(C)cc3[nH]2)cn1
0.45	-0.21	48.1	Cc1nnc2sc(SCC(=O)Nc3nccs3)nn2c1=O
-1.53	0.4	-75.0	O=C(Nc1ccc(-c2noc(COc3ccccc3Cl)n2)cc1)c1ccco1
